PDI inh – blocks human protein disulfide isomerase activity; actives 0.052% (n = 350,000); P07237; inhibition, % at 10 µM; PDI insulin aggregation turbidity, A650, 90 min; AID 588391;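 active = mean inhibition across replicates of 30% or more, whatever share of single replicates reach that level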;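 note: absorbance from insulin aggregation driven by PDI reduction with DTT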
Target sequence (P07237 whole entry, looked up): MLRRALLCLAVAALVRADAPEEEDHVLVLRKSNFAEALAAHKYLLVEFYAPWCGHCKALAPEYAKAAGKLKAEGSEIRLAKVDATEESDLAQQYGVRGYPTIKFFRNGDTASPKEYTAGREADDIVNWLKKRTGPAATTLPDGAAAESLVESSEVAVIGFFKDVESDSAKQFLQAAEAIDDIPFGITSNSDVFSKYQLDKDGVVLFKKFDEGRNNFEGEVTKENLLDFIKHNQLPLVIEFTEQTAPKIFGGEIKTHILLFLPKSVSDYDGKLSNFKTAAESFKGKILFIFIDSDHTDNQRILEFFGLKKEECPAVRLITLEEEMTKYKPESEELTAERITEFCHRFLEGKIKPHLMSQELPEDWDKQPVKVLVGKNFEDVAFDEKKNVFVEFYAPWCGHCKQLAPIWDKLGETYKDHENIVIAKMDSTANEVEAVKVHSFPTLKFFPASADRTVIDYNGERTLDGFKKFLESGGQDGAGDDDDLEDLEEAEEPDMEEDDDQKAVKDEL
Exocytosis inh – blocks lytic granule exocytosis; TALL-104 LAMP-1 surface exposure, flow cytometry; cells stimulated with thapsigargin and PMA; inhibition, % at 10 µM; actives 0.66% (n = 360,000); AID 651702;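 active = inhibition above about 55%, limit read from the data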
hiPSC survival – enhancers of human iPSC single-cell survival; hiPSC single-cell survival, ATPlite luminescence; 100% = ROCK inhibitor wells, 0% = DMSO; survival enhancement, % at 20 µM; actives 0.044% (n = 360,000); AID 602274; in the data active = survival enhancement above about 18%;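 note: cells exposed to compounds for 16 hours before the ATP read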
NR2E3 ag-1 – activates human NR2E3 receptor; Q9Y5X4; CHO-S Gal4-NCOR/VP16-NR2E3 two-hybrid, luciferase; inhibition of corepressor binding, % at 3.98 µM; actives 0.35% (n = 360,000); AID 602229;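 active = inhibition above the mean of all tested compounds plus 3 SD, cut at about 70% in these data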;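 note: 0% = DMSO with NR2E3 transfected cells and 100% = cells lacking NR2E3 construct; higher means lower luciferase signal from less NR2E3 corepressor binding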
Target sequence (Q9Y5X4 whole entry, looked up, the tested form may be a part): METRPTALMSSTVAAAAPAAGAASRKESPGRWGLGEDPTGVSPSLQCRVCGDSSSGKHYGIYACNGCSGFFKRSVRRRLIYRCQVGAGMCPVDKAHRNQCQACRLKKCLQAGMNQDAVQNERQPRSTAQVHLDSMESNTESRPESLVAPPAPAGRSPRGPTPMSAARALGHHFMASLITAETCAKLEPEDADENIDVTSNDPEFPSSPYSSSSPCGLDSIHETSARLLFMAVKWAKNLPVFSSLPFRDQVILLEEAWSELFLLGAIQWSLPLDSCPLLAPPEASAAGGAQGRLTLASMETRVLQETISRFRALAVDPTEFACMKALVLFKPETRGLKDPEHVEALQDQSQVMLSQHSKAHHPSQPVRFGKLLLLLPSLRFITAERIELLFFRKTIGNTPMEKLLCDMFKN
aDG glyco act – alpha-DG glycosylation activation; Pro5-aDG cells, alpha-DG glycosylation AlphaScreen (IIH6); 0% Pro5, 100% B10-LARGE cell signal; activation, % at 10 µM; actives 0.22% (n = 360,000);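 active = activation of at least 8% versus controls, or a plate z-score of at least 8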;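 note: Pro5 are CHO cells carrying HIG-tagged alpha-DG that lacks glycosylation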
TRPM1 prom inh – MITF TRPM1 promoter inhibition in SK-MEL-5 cells. SK-MEL-5 TRPM1 promoter luciferase, 24 h. inhibition, % at 12.5 µM. actives 0.83% (n = 330,000). AID 488899;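 active = mean inhibition across replicates of 60% or more, whatever share of single replicates reaches that level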; note: values of inactives mirror those of a sister screen read the other way
Peg3 promoter – Peg3 promoter activity inhibition; HeLa PEG-Prom luciferase reporter, luminescence, overnight; inhibition, % at 20 µM; actives 1.7% (n = 360,000);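 active = inhibition of at least 50% at 20 µM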
HIF-2a block – inhibitors of HIF-2a; AID 624352; inhibition, % at 18.8 µM; 786-0 RCC cells HIF-2a reporter, luciferase luminescence, overnight; actives 0.72% (n = 360,000);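 active = inhibition of the luminescence signal of 40% or more relative to plate controls, in a single-dose primary screen at 18.75 µM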
Vif imaging – blocks HIV Vif function. HEK293T cells, Vif self-association by quenched fluorescence, imaging, 24 h. actives 0.35% (n = 340,000). inhibition, % at 7.49 µM. AID 602346; in the data active = inhibition above about 50%, passing the limit was not always enough; note: some results filed as inactive read as strong as hits
NR2E3 ag-2 – agonists of human nuclear receptor NR2E3. Q9Y5X4. GST-NR2E3/biotin-RetCOR TR-FRET, 1536-well. inhibition of corepressor binding, % at 4.78 µM. actives 0.12% (n = 320,000). AID 2300;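 active = percent inhibition above the cutoff of mean plus 3 SD of all tested compounds, set per screening campaign, cut at about 20% in these data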;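 note: 0% = DMSO wells and 100% = biotin wells as full block of FRET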
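system = GST-tagged NR2E3 plus biotinylated RetCOR corepressor | input = 1.35 nM GST-NR2E3 | also added = 7 nM biotin-RetCOR | schedule = 5 h incubation at 4 °C | measured by = TR-FRET with europium anti-GST and streptavidin-D2, 340 nm excitation | read-out = percent loss of FRET ratio relative to control wells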
CaV13 FRET inh – Disruptors of the CACNA1D IQ motif to Ca2+-dependent inactivation inhibitor domain association, primary screening, Förster resonance energy transfer in intact living …; HEK cells, CFP/YFP FRET ICDI-IQ, plate reader, 10 min; percent FRET-ratio fall versus neutral wells; inhibition, % at 12.3 µM; actives 0.098% (n = 340,000); AID 743397;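 active = mean replicate inhibition of at least 30% and at least 1% of replicates passing that level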;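 note: 0% = median of the neutral control wells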
Active calls of the source: *; / = not tested or not shown.

SMILES	PDI inh	Exocytosis inh	hiPSC survival	NR2E3 ag-1	aDG glyco act	TRPM1 prom inh	Peg3 promoter	HIF-2a block	Vif imaging	NR2E3 ag-2	CaV13 FRET inh
CC(C)CN(C(=O)CCC(=O)OCC(=O)c1ccc(F)c(F)c1)c1c(N)n(CC(C)C)c(=O)[nH]c1=O	-5	1	-0.4	-45	0.0	-3	1	7	/	0	-2
Cc1ccc(CSc2nnc(SCC(=O)N/N=C/c3c[nH]c4ccccc34)s2)cc1	-1	-2	-0.4	-7	-0.7	0	-6	-99	-1	/	-7
CC1(c2nnc(-c3ccccc3)o2)CC(c2ccc(Cl)cc2)=NO1 (stereo unspecified)	-5	-5	3.0	-12	-0.1	-12	-11	-23	-3	3	-9
O=C(COc1ccc(Cl)cc1)Nc1ccc(Cl)cn1	-5	0	0.3	-2	0.1	-68	-278	-247	4	3	-7
CCc1nnc(NS(=O)(=O)c2ccc(NC(=O)c3cccc(OC(F)(F)C(F)F)c3)cc2)s1	-1	-6	-0.9	-15	-0.1	2	-2	7	-3	-3	-19
Cc1cccc2c(CC(=O)O)noc12	3	-6	-1.3	-1	-0.1	18	14	5	3	0	-15
COc1ccccc1CCc1nnc(CCC(=O)NC(C)Cc2cccs2)o1 (stereo unspecified)	5	-3	-0.7	-14	-0.1	-3	-5	0	2	2	5
COc1cc2c(c(OC)c1OC)-c1c(cc3c(c1O)OCO3)C[C@@H](C)[C@@H](C)C2	8	-5	2.3	-7	0.1	-10	19	21	-13	2	-5
Cc1cc(C(=O)NC2CCCCCCC2)ccc1[N+](=O)[O-]	5	4	0.3	-150	0.2	-63	-217	-236	-3	2	-4
Cc1ccc(S(=O)(=O)N2CCOCC2)cc1C(=O)Nc1ccc(N2CCCCCC2)cc1	1	-1	0.1	69	2.5	-12	-57	-92	/	/	-6
CCOC(=O)CCCc1ccc(/C(C)=N/NC(N)=S)cc1	0	4	0.3	5	1.6	28	30	13	0	2	5
CC(C)CC(=O)N1CCN(Cc2ccc(Cl)cc2)CC1	11	-4	-0.1	-11	0.0	-14	5	16	1	-2	-19
CC(NC(=S)NC(=O)c1ccccc1)c1ccccc1 (stereo unspecified)	9	5	-0.3	-26	-0.1	-5	5	3	-9	1	-5
Cc1cc(C)c(NC(=O)c2ccc(CN3CCc4ccccc4C3)cc2)c(C)c1	15	3	3.5	-1	-0.2	11	36	8	/	0	/
CCCCCCn1c(SCCCC)nc2c1c(=O)[nH]c(=O)n2C	-7	9	-0.3	3	0.1	-6	22	21	-6	-3	-5
C[C@]12CCC(O)CC1=CCC1C2CC[C@]2(C)/C(=N\NC(N)=S)CCC12 (stereo partly specified)	0	5	1.5	11	0.5	1	1	13	14	-2	-4
Cc1nn2cnnc2c(C)c1Cc1ccc(Cl)cc1	3	-8	-0.1	5	0.0	7	8	16	-19	0	-4
COc1cc(OC)cc(C(=O)NCCCN2CCN(CCCNC(=O)c3cc(OC)cc(OC)c3)CC2)c1	7	5	0.9	-9	0.2	2	25	16	4	-2	-10
Cc1cc(C)c(OCCN2CCOCC2)c(Cl)c1	0	2	0.4	6	-0.1	-3	7	6	1	0	-4
CC(C)CNC(=O)c1ccccc1Oc1ccccc1	3	-11	4.3	-19	-0.1	2	9	14	16	0	0
CN(C)CC(C)(C)NS(=O)(=O)c1ccc(Cl)cc1	-4	5	-1.6	7	0.3	-7	6	11	-1	5	-10
CCOc1cc(C2C3=C(CC(C)(C)CC3=O)Nc3n[nH]c(C)c32)ccc1O (stereo unspecified)	11	4	3.4	-2	-0.2	15	7	2	8	0	-14
CC(O)(c1cccc(F)c1)c1nc(-c2cccc(C(F)(F)F)c2)cs1 (stereo unspecified)	1	5	0.8	-3	0.1	/	-1	7	-4	/	-3
CCN(CC)P(=O)(Nc1ccc(SC(F)F)cc1)c1ccc(N(C)C)cc1NC(=O)c1ccco1 (stereo unspecified)	-10	-1	-0.3	-2	0.5	21	19	6	-3	-4	-2
COc1ccc(-c2cc(-c3ccc(O)cc3)nc(N)c2C#N)cc1OC	-1	-1	0.7	14	-0.5	-6	33	-43	-7	1	/
C=CCNC(=S)/C(=C(\[O-])c1ccc(Cl)cc1)[n+]1ccccc1	7	4	-0.4	-30	0.0	-1	1	2	5	2	10
CCCCCCCNC(=O)C1(CC2CC(c3ccc(Cl)cc3)=NO2)CCNCC1 (stereo unspecified)	-1	4	-1.9	-16	-0.5	88*	111*	-2	-2	2	-10
COc1ccc(C(C)(C)C)cc1NC(=O)CNc1cccc2ccccc12	9	1	-1.7	-23	-0.1	8	20	4	5	2	-4
CC[C@]12C(=O)N(C)C[C@H]([C@@H]3C(=O)N(C)C(=O)[C@@H]31)N2C(=O)c1ccc(Cl)cc1	-3	-5	-1.5	-11	0.3	1	-6	5	1	/	-9
Brc1cnc(OCc2ccccc2)nc1OCc1ccccc1	4	-7	2.7	-9	1.0	3	21	-12	1	/	-10
O=C(CSc1ncn[nH]1)N1CCN(S(=O)(=O)c2ccc(Cl)cc2)CC1	-4	1	-0.7	-2	0.0	-9	8	17	8	1	-10
CCOc1ccccc1/C=C(/NC(=O)c1ccccc1)C(=O)NC(C)c1ccccc1 (stereo unspecified)	-3	2	0.2	14	-0.1	2	16	23	-6	0	-5
C/C(=N\NC(=O)C(N)=O)c1ccc(NC(=O)c2cccs2)cc1	0	0	0.2	-75	-0.1	-60	-111	-167	-5	1	4
CCC(C)OC(=O)n1ccc(C(=O)Nc2nccs2)n1 (stereo unspecified)	-9	0	-0.1	4	0.0	-26	-43	-84	-6	1	/
O=C(N/N=C/c1cccc(O)c1)N/N=C/c1cccc(O)c1	-4	-3	-0.7	19	0.0	4	-24	2	-3	-1	-16
Cc1ccc(-c2oc3ncnc(N)c3c2-c2ccc(C)cc2)cc1	5	0	-2.2	-12	0.1	7	20	-10	1	0	-5
CC1(C)CC(=O)C2=C(C1)OC1=C(C(=O)CC(C)(C)C1)C2c1cc([N+](=O)[O-])cc([N+](=O)[O-])c1O	3	2	0.6	-9	-0.1	2	12	24	-10	-2	0
COc1ccc(NC(=O)C(NC(=O)c2ccc(=O)[nH]c2)c2ccc(C)cc2)cc1 (stereo unspecified)	-3	-1	-2.1	0	-0.2	4	0	7	3	-2	-14
CC(C)Sc1nc2ncnc(N)c2[nH]1	-3	0	-0.7	1	-0.3	-1	8	21	2	4	1
O=C(O)CNc1ccccc1C(=O)O	-1	0	0.0	-15	-0.1	18	0	17	-2	0	-4
COc1ccc(OC)c(S(=O)(=O)N(C)CC(=O)Nc2ccc3c(c2)OCO3)c1	-7	-4	1.3	-29	0.0	-10	-40	-27	18	3	-5
CCOc1ccccc1NC(=S)N1CCN(c2cccc(OC)c2)CC1	-8	-6	-0.4	-15	0.0	3	20	11	-2	-3	-6
OC(c1ccc(F)cc1)c1nc(/C=C/c2ccccc2)cs1 (stereo unspecified)	9	-4	-2.6	-98	-0.1	/	-297	-224	-1	/	-11
Cc1cccc(OCC(=O)NC(=S)Nc2ccc(S(=O)(=O)NC3CCCCC3)cc2)c1	9	0	-1.6	-34	-0.1	11	14	6	8	-1	-5
CCCCN(C(=O)c1cccc(-n2cccc2)c1)c1c(N)n(CCCC)c(=O)[nH]c1=O	-4	8	-0.3	-7	0.3	19	-8	9	3	0	-7
Cc1cc(SCC(=O)N/N=C/c2ccc(O)c(O)c2)nc2ccccc12	2	18	0.6	-14	0.1	21	22	14	13	0	-20
O=c1ccc(-c2ccc(S(=O)(=O)Nc3cccc([N+](=O)[O-])c3)s2)n[nH]1	3	-2	-0.5	-16	-0.2	-12	23	-5	3	0	-3
Cc1ccc(CSCc2ccc(C(=O)NCCC(C)C)o2)cc1	3	3	-0.4	14	0.2	-2	23	1	2	3	-6
Cc1[nH]c(N=Nc2ccccc2)nc1N=Nc1ccccc1	-1	5	-0.5	-12	-0.2	16	19	-157	-14	-2	-4
CNC(=O)c1cc(C(=O)c2ccc(C(F)(F)F)cc2F)c[nH]1	-3	-5	1.5	1	0.1	-2	-6	1	-3	0	-1
COc1ccc(NC(=O)N(C)C[C@H]2Oc3ccc(NC(=O)Cc4ccccc4)cc3CC(=O)N([C@H](C)CO)C[C@H]2C)cc1	16	-4	1.8	-5	0.0	3	-3	7	-1	/	-5

In another format: entries from further up
Below each compound – PDI inh	Exocytosis inh	hiPSC survival	NR2E3 ag-1	aDG glyco act	TRPM1 prom inh	Peg3 promoter	HIF-2a block	Vif imaging	NR2E3 ag-2	CaV13 FRET inh
- Cc1cc(C)c(OCCN2CCOCC2)c(Cl)c1
  0	2	0.4	6	-0.1	-3	7	6	1	0	-4
- CC(C)CNC(=O)c1ccccc1Oc1ccccc1
  3	-11	4.3	-19	-0.1	2	9	14	16	0	0
- CN(C)CC(C)(C)NS(=O)(=O)c1ccc(Cl)cc1
  -4	5	-1.6	7	0.3	-7	6	11	-1	5	-10
- CCOc1cc(C2C3=C(CC(C)(C)CC3=O)Nc3n[nH]c(C)c32)ccc1O (stereo unspecified)
  11	4	3.4	-2	-0.2	15	7	2	8	0	-14
